Source: PubChem BioAssay (National Center for Advancing Translational Sciences (NCATS))
FBPA coupling cs – coupling enzyme interference in Giardia aldolase counter-screen; hit rate 0.67% among 290,000; coupling enzyme system counterscreen, AmpLite Red fluorescence; activity change, negative = inhibition, % at 58.2 µM, hits read low; in the data active = activity change below about -30%; note: % is set by controls: 0 for no effect and ±100 for the full control effect
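Counterscreen lacking aldolase: glyceraldehyde-3-phosphate coupling-enzyme reagent preincubated 10 min at RT with compound (at 57.5 uM final), then substrate/coupling system with AmpLite Red added; fluorescence read at 525/598 nm after 20 min RT.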
ASM inhibitor – blocks human secretory acid sphingomyelinase; P17405; placental ASM, HMU-PC fluorogenic substrate, 60 min; Potency, µM (series often up to 57.5 µM), without a hit: at the top dose activity change, negative = inhibition, actives largely listed as inhibitors; hit rate 0.006% among 340,000; note: potency is the fitted concentration of half-maximal effect
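Steps: dispense placental human ASM, pin compound, wait 10 min at room temperature, add HMU-PC0 substrate at 9 uM final, incubate 60 min at 37 °C, add stop solution raising pH to 10, read fluorescence.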
PKM2 act – PKM2 (human) enzyme activation; P14618; purified PKM2, Kinase-Glo ATP luminescence, activation; response scale: 0% is enzyme alone, no compound; Potency, µM (doses to about 57.5 µM), without a hit: top-dose activation, usual class: activators; hit rate 0.34% among 260,000; AID 1631; note: potency is the fitted concentration of half-maximal effect; % is set by controls: 0 for no effect and ±100 for the full control effect; nearly all actives have a fitted effect of over 55% in size
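Purified hPK-M2 (>95% pure) converted ADP (0.1 mM final) to ATP with 0.5 mM PEP in 50 mM imidazole pH7.2, KCl, MgCl2, Tween 20, BSA; 1 h at room temperature. ATP detected by Kinase-Glo luminescence.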
TSG101-PTAP inh – blocks PTAP/TSG101 interaction to inhibit HIV-1 budding. Q99816. Fluorescence polarization, FITC-PTAP peptide / Tsg101 binding. Potency, µM (series often up to 115 µM), without a hit: at the top dose activity change, negative = inhibition, most hits filed as inhibitors. 340,000 tested, under 10 active; active = well fitted inhibition curve with a large enough effect in the main read-out, with a control signal flat, not every such curve was filed as active; inconclusive = small, poorly fitted or top-dose-only effect, or effect the other way, or a change in a side signal; inactive = no such curve, though single readings can be large or run the other way; note: potency is the fitted concentration of half-maximal effect; % of control where 0% means no effect
Target sequence (Q99816 whole entry, looked up): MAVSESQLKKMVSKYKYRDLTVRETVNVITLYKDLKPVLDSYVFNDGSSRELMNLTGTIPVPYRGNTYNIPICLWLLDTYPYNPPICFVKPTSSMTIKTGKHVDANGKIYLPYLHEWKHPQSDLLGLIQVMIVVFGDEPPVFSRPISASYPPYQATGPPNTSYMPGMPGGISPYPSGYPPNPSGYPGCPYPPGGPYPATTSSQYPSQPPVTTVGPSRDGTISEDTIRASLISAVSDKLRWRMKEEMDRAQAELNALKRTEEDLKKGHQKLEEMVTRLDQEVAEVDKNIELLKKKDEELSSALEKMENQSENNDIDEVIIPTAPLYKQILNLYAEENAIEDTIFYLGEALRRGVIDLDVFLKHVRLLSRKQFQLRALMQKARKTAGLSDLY
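Tsg101 binding domain (10 uM final) was mixed with compound and a FITC-labeled PTAP peptide (50 nM final) in HEPES pH 7.5 buffer with NaCl, Tween 20, EDTA and TCEP; fluorescence polarization was read after 20 min at r.t.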
Integrin act MD – activates integrin-mediated alleviation for muscular dystrophy | AID 624291 | alpha7betagal myoblasts, beta-gal FDG fluorescence, 48 h | hit rate 0.064% among 350,000 | Potency, µM (titrated, usually from 38.3 µM), inactives show top-dose activation, most hits filed as activators;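 note: potency is the fitted concentration of half-maximal effect; 100% = response of the positive control SU9516; nearly all actives have a fitted effect of over 60% in size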
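alpha7betagal+/- myoblasts (passage 13, 250/well) treated 48 h at 37C with compounds at 1:260 dilution of DMSO stock. Lysed, then beta-galactosidase activity read as FDG fluorescence (ex 480/em 540) after 30 min, with pre-read for autofluorescence.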
BCR signal inh – blocks chronic active B-cell receptor signaling; hit rate 0.05% among 340,000; Potency, µM (titrated, usually from 46.1 µM), for inactives: at the highest dose ratio change, negative = lower green/red ratio, hits mostly inhibitors; ABC-DLBCL IkBa-CBG/CBR reporter, luminescence ratio, 4 h; AID 493014; active = well fitted inhibition curve with a large enough effect in the signal ratio, with a control signal flat, not every such curve was filed as active; inconclusive = small, poorly fitted or top-dose-only effect, or effect the other way, or a change in a side signal; the % refers to the signal ratio;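 note: potency is the fitted concentration of half-maximal effect; plate controls were basal doxycycline-induced cells for no effect and cells given 10 µM MG132 for full effect; MG132 reads +100%, hits lower the ratio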
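Doxycycline induced both beetle luciferases in TMD8 lymphoma cells; IKK-driven degradation limits the IkappaBalpha-fused green signal, while red luminescence normalises for cell number and nonspecific effects. Compounds tested up to 46 uM, 4 hrs.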
Tb PFK inh – T. brucei PFK enzyme inhibition | Potency, µM (top dose mostly 57.5 µM), for the others: top-dose activity, negative = inhibition, hits mostly inhibitors | O15648 | hit rate 0.17% among 330,000 | T. brucei PFK, ADP-Glo luminescence;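 note: potency is the fitted concentration of half-maximal effect; 0% = uninhibited 1x PFK enzyme wells and -100% = no-enzyme wells; nearly all actives have a fitted effect of over 60% in size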
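PFK 1.25 nM, F6P 0.5 mM, ATP 0.1 mM, 0.1 M TEA pH 8.0, 5 mM MgCl2, 0.01% Tween20, 0.1% BSA; 45 min RT. ADP-Glo readout. qHTS titration up to 57 uM; curves fitted, compounds curve-classed.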
Giardia killer – kills Giardia lamblia | Giardia lamblia trophozoite viability | activity change, % at 7.66 µM, hits read low | hit rate 0.15% among 340,000 | AID 540267; in the data active = activity change below about -80%; inconclusive = between about -30% and that limit;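 note: parasites exposed to compound for two days anaerobically before the ATP read; % is set by controls: 0 for no effect and ±100 for the full control effect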
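Luminescent ATP signal served as the viability read-out, measured 15-30 min after adding ATP detection reagent to trophozoites that had been incubated with compounds for 48 hrs at 37 deg C anaerobically at 100 cells/well.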
B2AR arrestin – recruits beta-arrestin to the human beta2-adrenergic receptor | P07550 | beta-arrestin recruitment to beta2AR, cell-based reporter | Potency, µM (top dose mostly 46.1 µM), for the others: top-dose activation, hits mostly activators | hit rate 0.02% among 330,000 | AID 492947;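 note: potency is the fitted concentration of half-maximal effect; 0% = DMSO controls and full agonism = EC100 isoproterenol or metaproterenol; nearly all actives have a fitted effect of over 65% in size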
Menin-MLL TR inh – inhibitors of human menin-MLL interaction, mutant MLL peptide. O00255. Menin + Texas Red MLL mutant peptide, fluorescence polarization. Potency, µM (highest dose often 61.6 µM), without a hit: at the highest dose FP activity change, negative = inhibition, hits mostly inhibitors. hit rate 0.23% among 270,000. AID 1768; active = well fitted inhibition curve with a large enough effect in the polarisation, with a control signal flat, not every such curve was filed as active; inconclusive = small, poorly fitted or top-dose-only effect, or effect the other way, or a change in a side signal; inactive = no such curve, though single readings can be large or run the other way; the % refers to the polarisation; note: potency is the fitted concentration of half-maximal effect; % of control where 0% means no effect; many of its hits are not listed in these tables
Target sequence (O00255 whole entry, looked up): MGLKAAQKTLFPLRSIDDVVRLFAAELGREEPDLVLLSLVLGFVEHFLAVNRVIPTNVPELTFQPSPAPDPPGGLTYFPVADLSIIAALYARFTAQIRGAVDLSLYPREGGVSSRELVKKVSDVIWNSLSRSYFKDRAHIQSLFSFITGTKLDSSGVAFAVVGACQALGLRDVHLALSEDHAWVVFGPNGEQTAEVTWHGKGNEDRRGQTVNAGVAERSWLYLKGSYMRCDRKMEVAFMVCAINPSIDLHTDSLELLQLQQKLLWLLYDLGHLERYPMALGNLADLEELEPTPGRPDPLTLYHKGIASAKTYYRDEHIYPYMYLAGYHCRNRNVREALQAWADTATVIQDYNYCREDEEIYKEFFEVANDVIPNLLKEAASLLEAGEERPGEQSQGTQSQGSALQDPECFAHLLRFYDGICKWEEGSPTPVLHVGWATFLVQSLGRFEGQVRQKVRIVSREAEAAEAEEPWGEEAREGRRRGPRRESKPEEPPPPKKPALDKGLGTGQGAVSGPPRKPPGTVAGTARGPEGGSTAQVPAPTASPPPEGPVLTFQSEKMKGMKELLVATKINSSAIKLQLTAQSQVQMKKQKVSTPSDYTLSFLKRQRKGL
GALK inhibitor – inhibitors of human galactokinase; Purified GALK, Kinase-Glo residual ATP luminescence; AID 1868; hit rate 0.007% among 270,000; Potency, µM (highest dose often 57.5 µM), without a hit: top-dose activity change, negative = inhibition, hits mostly inhibitors; note: potency is the fitted concentration of half-maximal effect; % is set by controls: 0 for no effect and ±100 for the full control effect
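Kinase-Glo Plus luminescence measured ATP left after a 1 h room-temperature reaction. The reaction used 5 nM GALK, 100 uM galactose and 35 uM ATP at pH 8.0 (20 mM HEPES, 5 mM MgCl2, 60 mM NaCl, 1 mM DTT, 0.01% BSA).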
The depositor's hits bear a star; i = inactive; ? = inconclusive; · = not tested or not shown; [ ] = dose if it differs, or a comment. Unless noted, calls come from the whole dose curve; as a rule, active = well fitted curve in the direction sought with a large enough effect; inconclusive = small, poorly fitted or top-dose-only effect, or another doubt; inactive = no such curve, though single readings can be large; an effect the other way counts as inactive or inconclusive.

SMILES	FBPA coupling cs	ASM inhibitor	PKM2 act	TSG101-PTAP inh	Integrin act MD	BCR signal inh	Tb PFK inh	Giardia killer	B2AR arrestin	Menin-MLL TR inh	GALK inhibitor
O=C1CSC(=S)N1/N=C/c1ccc(O)c([N+](=O)[O-])c1	-6	-4%	-56%	2%	13%	23%	?	-11	0.6%	?	-2%
CCOc1ccc(CCNC(=O)c2ccc(CS(=O)Cc3ccccc3Cl)o2)cc1 (stereo not given)	5	0%	1%	-5%	-22%	6%	1%	2	-0.1%	3%	13%
COc1ccc(CN2CCN(CCCc3ccccc3)C(CCO)C2)cc1OC (stereo not given)	-1	3%	-1%	-9%	-28%	-4%	-4%	21	-0.9%	-7%	3%
CCCCNC(=O)CSc1nc2ccsc2c(=O)n1CCCC(=O)NCCc1ccc(S(N)(=O)=O)cc1	2	-2%	4%	1%	?	-15%	-6%	9	-0.2%	-8%	0%
COC(=O)C1=CNC=C(C(=O)OC)C1c1ccc(C(=O)OC)cc1	-1	i	-17%	-8%	0%	?	-8%	-6	-0.2%	-15%	-3%
COc1cc([N+](=O)[O-])cc2sc(NC(C)=O)nc12	0	-7%	?	-5%	-2%	?	9%	6	-0.2%	·	-1%
CC1Nc2ncnc(N3CCN(c4ccccc4)CC3)c2N(Cc2ccc(Cl)cc2)C1=O (stereo not given)	·	-11%	·	-7%	-39%	0%	0%	43[activator]	0.7%	·	·
COc1ccc(-c2cc3c(=O)n(CC(=O)N4CCCCC4)ncn3n2)cc1	-1	1%	-4%	-4%	?	4%	0%	13	-0.9%	11%	10%
COc1cc(-c2noc(CCCC(=O)Nc3cccnc3)n2)cc(OC)c1OC	1	-1%	3%	-1%	-6%	-24%	0%	5	-0.2%	·	-1%
Cc1nn(-c2ccccc2)c(NC(=O)C(C)C)c(-c2ccccc2)c1=O	-1	2%	-11%	0%	9%	-2%	0%	13	-1.0%	·	5%
COc1ccc(/[N+]([O-])=C/c2ccoc2)cc1	·	8%	·	0%	9%	?	0%	4	-0.8%	·	·
CC1C(=O)N2CCCc3cc(S(=O)(=O)N(C)CCC#N)cc1c32 (stereo not given)	2	5%	·	0%	-29%	1%	2%	-12	0.2%	9%	-3%
Cc1ccc(C(=O)COC(=O)CNC(=O)c2ccc(Br)o2)cc1[N+](=O)[O-]	4	2%	1%	-5%	13%	0%	-2%	?	-0.6%	·	11%
Cc1cc(C=C2C(=O)CCCC2=O)c(C)n1-c1ccccc1	-4	3%	9%	0%	3%	1%	-13%	3	-0.3%	?	0%
Cc1ccccc1NC(=O)C1C2C=CC(C3CC23)C1C(=O)O (stereo not given)	-1	1%	-36%	-5%	8%	4%	-1%	-3	0.0%	-8%	-2%
COc1ccc(Nc2ccc(S(=O)(=O)N3CCCCC3)cc2[N+](=O)[O-])cc1Cl	-7	-11%	0%	-2%	15%	?	-27%	5	-0.3%	0%	2%
O=C(Nc1ccc(S(=O)(=O)Nc2ncccn2)cc1)c1ccc(Br)s1	-2	7%	-1%	-7%	7%	-8%	1%	-10	0.0%	·	-7%
CC(=O)O[C@@]1(C)C[C@@H](O)[C@]2(O)C=CO[C@@H](O[C@@H]3O[C@H](CO)[C@@H](O)[C@H](O)[C@H]3O)[C@@H]21	·	3%	·	-2%	27%	-2%	17%	5	0.0%	·	·
Cc1cc(NC(=O)CSc2ccc3nnc(CCNS(=O)(=O)c4ccccc4)n3n2)no1	3	0%	12%	-2%	-10%	1%	-2%	3	0.1%	-2%	1%
COc1ccc(S(=O)(=O)N2CCN(CCO)CC2)cc1-c1nnc2c3ccccc3c(C)nn12	3	-2%	-5%	-3%	-5%	0%	4%	-14	-0.3%	-11%	0%
Cc1ccc(N(C(=O)C(F)(F)F)C(C(=O)NC2CCCCC2)c2cccs2)cc1C (stereo not given)	2	-3%	-1%	0%	3%	-1%	-1%	-1	-1.1%	·	-2%
COc1ccc(CCNC(=O)c2ccc(Cl)c(S(=O)(=O)N(C)c3ccccc3)c2)cc1	-2	-3%	-4%	0%	-6%	-2%	-1%	3	-0.3%	1%	2%
O=C(C1CCCN1S(=O)(=O)c1ccc(Br)cc1)N1CCOCC1 (stereo not given)	2	5%	-11%	-3%	3%	3%	1%	-7	0.5%	1%	4%
Cc1cc(C)nc(N2CCC(C(=O)Nc3nnc(C)s3)CC2)n1	0	0%	-5%	-7%	4%	?	-1%	13	3.1%	11%	3%
COC(=O)c1ccc(Oc2nc(SC)nc(N(C)C)n2)cc1	4	-1%	-11%	-3%	2%	?	-1%	-7	13%	·	1%
N#CCCN1CCN(S(=O)(=O)c2ccc(S(=O)(=O)N3CCCCCC3)cc2)CC1	1	3%	-16%	-2%	0%	-2%	-11%	-20	-0.5%	11%	0%
O=C(CCc1nc2ccccc2c(=O)[nH]1)Nc1cc(C(F)(F)F)ccc1N1CCCC1	·	-2%	·	0%	10%	-3%	12%	-21	-1.1%	·	·
COc1cccc(CC2(CO)CCN(Cc3ccc4cccc(F)c4n3)CC2)c1	2	1%	5%	2%	0%	-24%	-9%	-1	-0.4%	9%	-2%
COc1ccc(N2CC(C(=O)N[C@@H](C)C(=O)N3CCCCC3)CC2=O)cc1 (stereo not given in full)	·	9%	·	-5%	8%	5%	1%	-13	0.2%	·	-4%
Cc1nc(NCCN2CCOCC2)c2nnn(Cc3c(F)cccc3Cl)c2n1	1	-1%	-5%	-5%	4%	1%	0%	6	-0.3%	7%	9%
CC(C)OC(=O)CSc1nnc(C2CCCCC2)n1N	-1	3%	18%	-1%	1%	6%	14%	7	-0.9%	·	-2%
O=S(=O)(c1ccc(F)c(F)c1)N1CCN(S(=O)(=O)c2cccs2)CC1	·	0%	12%	-1%	0%	3%	-4%	5	0.4%	·	-2%
C=CCN1C(=O)CS/C1=C(\C#N)S(=O)(=O)c1ccc(C)cc1	-7	5%	5%	-1%	17%	?	2%	-2	-0.1%	?	1%
NC(=O)COC(=O)c1sc2cc(F)ccc2c1Cl	-3	-2%	1%	-1%	5%	2%	-3%	-4	0.1%	15%	8%
CSc1cccc(-n2cc(-c3ccc4c(c3)OCO4)[nH]c2=O)c1	4	0%	2%	0%	3%	?	-9%	15	1.6%	23%	3%
CCOc1ccc(-c2nc(CSCC(=O)NCCN3CCOCC3)c(C)o2)cc1	-1	4%	1%	-4%	-8%	-4%	0%	-1	-0.2%	?	1%
Cc1ccc(C(=O)N2CCCC(c3nc4c(nnn4Cc4ccccc4)c(=O)[nH]3)C2)cc1 (stereo not given)	7	-2%	10%	-11%	-11%	?	-7%	-21	0.0%	-28%	0%
O/N=C1\CCc2cc(Cl)ccc21	0	0%	2%	1%	13%	0%	-1%	-19	-1.0%	0%	1%
COc1cc(C(c2sc3ncnn3c2O)N2CCN(c3ccccc3F)CC2)cc(OC)c1OC (stereo not given)	-2	4%	-14%	-1%	4%	-10%	-3%	1	2.5%	4%	0%
CCc1ccc(CN(C(=O)c2oc3ccccc3c2C)C2CCS(=O)(=O)C2)cc1 (stereo not given)	-3	-7%	-10%	-4%	-8%	3%	0%	11	0.2%	-14%	·

Single values from the results shown.
In BCR signal inh, `CC(C)OC(=O)CSc1nnc(C2CCCCC2)n1N` has 6%
In PKM2 act, `O/N=C1\CCc2cc(Cl)ccc21` has 2%

Only part of the results is shown, so the mix of outcomes need not match the whole.
